Screens as filed in PubChem.
Tn7 DDE FP – DD(E)-Tn7 binding inhibition, primary FP screen; hit rate 0.13% among 370,000; FP displacement of FITC-Tn7 peptide from fibrin DD(E); 0% = median of compound wells per plate; P02675; AID 720508; inhibition, % at 8.3 µM;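 active means inhibition above the mean of compounds falling within the control limits plus 3 SD of them, cut at about 14% in these data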;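 further: 0% = plate median of compound wells and 100% = 10 µM Aha-Tn7 peptide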
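assay system = human clot-derived fibrin DD(E) complex | quantity = Fibrin-DD(E) at 2 µM final | timing = 10 min preincubation, 3 h with tracer, room temperature | signal = fluorescence polarization | measure = percent inhibition | benchmarks = high control wells with 10 µM unlabelled Aha-Tn7 peptide (full inhibition) | replicates = singlicate testing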
TCR-CD3 inh – blocks the human TCR-CD3 interaction. TAMRA-labeled TCR probe fluorescence, biochemical. inhibition, % at 9.4 µM. hit rate 0.37% among 360,000; in the data active means inhibition above about 19%;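 further: recombinant mutant TCR 2C K166C tagged with TAMRA read by polarization; 0% = receptor in buffer alone and 100% = receptor with positive control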
UHRF1 MBD2 ctr – human UHRF1 methylated DNA binding inhibitors | Q96T88 | UHRF1 binding to methylated oligo, TR-FRET | inhibition, % at 4.4 µM | hit rate 0.75% among 370,000 | AID 687016; in the data active means inhibition above about 21%;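 further: UHRF1 SRA domain binding a hemimethylated CpG hairpin DNA probe; 0% = median of test compound wells and 100% = reference inhibitor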
Target sequence (Q96T88 whole entry, looked up, the tested form may be a part): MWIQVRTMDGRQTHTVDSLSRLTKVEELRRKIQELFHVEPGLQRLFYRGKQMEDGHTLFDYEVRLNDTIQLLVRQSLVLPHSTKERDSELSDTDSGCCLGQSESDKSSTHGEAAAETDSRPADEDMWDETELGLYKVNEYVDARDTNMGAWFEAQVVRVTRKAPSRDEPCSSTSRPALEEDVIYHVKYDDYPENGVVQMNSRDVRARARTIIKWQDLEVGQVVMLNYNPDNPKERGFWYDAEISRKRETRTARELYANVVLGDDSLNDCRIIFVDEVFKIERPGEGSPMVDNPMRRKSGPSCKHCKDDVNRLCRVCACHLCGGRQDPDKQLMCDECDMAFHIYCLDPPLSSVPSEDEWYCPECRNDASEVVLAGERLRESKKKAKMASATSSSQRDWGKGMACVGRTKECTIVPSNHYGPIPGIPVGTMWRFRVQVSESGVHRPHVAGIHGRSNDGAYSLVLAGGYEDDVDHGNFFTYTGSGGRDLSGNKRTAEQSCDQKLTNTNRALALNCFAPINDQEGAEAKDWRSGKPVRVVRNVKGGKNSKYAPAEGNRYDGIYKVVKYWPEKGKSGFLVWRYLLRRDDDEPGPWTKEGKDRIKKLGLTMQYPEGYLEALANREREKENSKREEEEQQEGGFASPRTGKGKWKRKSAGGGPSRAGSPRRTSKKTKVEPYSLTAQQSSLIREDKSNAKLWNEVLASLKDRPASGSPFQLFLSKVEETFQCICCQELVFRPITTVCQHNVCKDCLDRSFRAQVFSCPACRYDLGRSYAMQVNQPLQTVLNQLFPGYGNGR
PG9 Ab binder – PG9 antibody binding by small molecule. TR-FRET gp120-PG9 antibody binding. inhibition, % at 6.7 µM. hit rate 0.43% among 360,000. AID 624416; in the data active means inhibition above about 8.5%
LEDGF integ inh – blocks HIV-1 LEDGF/p75-dependent DNA integration; TR-FRET IN-LEDGF/p75 DNA integration, Eu/Cy5; inhibition, % at 3.7 µM; hit rate 0.64% among 370,000; AID 743269;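 active means inhibition above the screen-wide mean plus 3 SD, cut at about 13% in these data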;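 further: signal is the Cy5 over europium emission ratio at 671 and 618 nm; 0% = plate median of compound wells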
TDP2 inh – TDP2 (human) inhibition, absorbance primary screen. O95551. recombinant TDP2, T5PNP hydrolysis, p-nitrophenol absorbance 415 nm. inhibition, % at 12.8 µM. hit rate 0.34% among 370,000. AID 720702;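 active means inhibition above the mean of all tested compounds plus 3 SD, set per campaign, cut at about 25% in these data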;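 further: 0% = DMSO with enzyme and 100% = buffer with substrate but no TDP2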
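Material: recombinant human TDP2; quantity: TDP2 enzyme at 120 nM final; medium: Tris-HCl pH 7.5 with MgCl2; compound: single concentration, 12.8 µM nominal, with 1% DMSO; incubation: 2 h enzyme incubation at 37 °C; signal: epi absorbance; measure: percent inhibition; benchmarks: high control without enzyme, low control DMSO plus TDP2; repeats: singlicate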
mABHD4 FP – inhibitors of mouse ABHD4; inhibition, % at 8.92 µM; hit rate 0.54% among 370,000; purified mABHD4, FP-Rh probe fluorescence polarization;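 active means inhibition exceeding the mean over every tested compound plus 3 SD, cut at about 30% in these data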;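 further: 0% = plate median of compound wells and 100% = S159A mutant with DMSO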
Target sequence (Q8VD66 whole entry, looked up): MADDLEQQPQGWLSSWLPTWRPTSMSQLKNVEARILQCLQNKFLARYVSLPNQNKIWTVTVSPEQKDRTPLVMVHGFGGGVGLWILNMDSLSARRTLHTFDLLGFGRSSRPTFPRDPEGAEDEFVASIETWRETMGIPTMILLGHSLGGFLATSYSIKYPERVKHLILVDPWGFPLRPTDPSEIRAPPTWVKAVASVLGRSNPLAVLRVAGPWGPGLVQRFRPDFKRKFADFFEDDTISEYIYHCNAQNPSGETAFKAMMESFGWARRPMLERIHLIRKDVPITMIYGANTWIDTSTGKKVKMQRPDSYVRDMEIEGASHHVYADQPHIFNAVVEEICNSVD
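Test system: mABHD4 protein; Read-out basis: % inhibition; Incubation: 45 min + 60 min at 25 °C; Repeats: single replicate; Technique: fluorescence polarization with parallel and perpendicular emission, 525/598 nm; Compound: 8.92 µM, single dose; Benchmarks: full inhibition S159A mutant plus DMSO, zero as sample-well median.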
SIAE inh – inhibitors of human sialic acid acetylesterase SIAE | Q9HAT2 | SIAE FP-Rh probe binding, fluorescence polarization | inhibition, % at 9.66 µM | hit rate 0.69% among 370,000 | AID 1053197;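 active means inhibition above a cutoff: mean of compounds within the control limits plus 3 SD of those, cut at about 17% in these data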;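 further: 0% = plate median of compound wells and 100% = probe without SIAE protein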
HTRA1 inh – HTRA1 (human) protease inhibition. Q92743. recombinant HTRA1, FP-rhodamine activity-based probe, fluorescence polarization. inhibition, % at 5.96 µM. hit rate 0.5% among 340,000. AID 504803; in the data active means inhibition above about 36%;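 further: 0% = enzyme with DMSO and 100% = wells lacking enzyme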
PRMT1 inh – PRMT1 (human) inhibition, primary screen. inhibition, % at 2.79 µM. Q99873. hit rate 1.3% among 370,000. recombinant PRMT1, activity-based probe fluorescence polarization;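 active means inhibition above about 21% made by adding two undisclosed values, limit read from the data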
Numbers without * were called inactive; x = no result given. An unsorted share of the library; about 4.2% have a hit in one of these screens.

SMILES | Tn7 DDE FP | TCR-CD3 inh | UHRF1 MBD2 ctr | PG9 Ab binder | LEDGF integ inh | TDP2 inh | mABHD4 FP | SIAE inh | HTRA1 inh | PRMT1 inh
COc1cccc(-c2nc(CS(=O)(=O)CC(=O)NCCc3cc(OC)ccc3OC)c(C)o2)c1 | 0 | -3 | 6 | -0.3 | -6 | -23 | -4 | -1 | -5 | 0
Nc1ccc2nc(-c3ccccc3)sc2c1 | 3 | -5 | -2 | 2.4 | -3 | 1 | 4 | 6 | 1 | 1
COc1ccc(-c2cc(-c3ccco3)[nH]c(=O)c2C#N)cc1 | -4 | 6 | -6 | -3.5 | -1 | -10 | 13 | 1 | 10 | 6
COc1cc2[nH]c(C(=O)N(C)Cc3ccccc3)cc2c(OC)c1OC | 5 | -14 | 2 | 1.7 | 6 | -4 | -5 | 7 | -4 | -2
COC(=O)C1=C(N)Oc2cc(C)n(C)c(=O)c2C1c1ccc(Cl)cc1 (configuration not stated) | -5 | -9 | 5 | 1.2 | 4 | -1 | -4 | -1 | -4 | -2
O=C(CN(Cc1ccc2c(c1)OCO2)C(=O)CNS(=O)(=O)c1ccccc1)NCc1ccco1 | -4 | 3 | 1 | -1.0 | -3 | 11 | 2 | 0 | 3 | 3
O=C(Nc1cccc2cccnc12)c1ccc(Cl)cc1 | -1 | 0 | 4 | -1.8 | 5 | -4 | -7 | -1 | -14 | -1
CN1C(=O)SC(Nc2ccccc2)C1=O (configuration not stated) | -4 | -4 | 2 | 1.1 | 2 | 2 | -1 | -1 | 0 | 2
CCC(CC)C(=O)OCC(=O)Nc1cccc(S(=O)(=O)N(C)c2ccccc2)c1 | -1 | 13 | 0 | -1.7 | 4 | -15 | -19 | -15 | x | -1
CC(NC(=O)c1cc2c(s1)CCCC2)C(C)(C)C (configuration not stated) | -3 | -11 | 4 | 0.5 | 4 | -24 | -4 | 5 | -1 | -1
Cc1ccc(/C=C/C(=O)Nc2cc(S(=O)(=O)N3CCOCC3)ccc2N2CCOCC2)cc1 | -6 | 4 | 0 | -1.5 | 2 | 13 | 2 | -8 | -1 | 2
COc1cc(SC)ccc1C(=O)NC1CCCc2ccccc21 (configuration not stated) | -2 | 2 | 2 | -2.1 | -7 | -5 | 3 | -2 | -30 | 1
Cc1cc(OCC(=O)NN2C(=O)c3ccccc3C2=O)ccc1Cl | 9 | 0 | -2 | 1.0 | -2 | 5 | 3 | -5 | -2 | 1
COc1ccc(Oc2nccc(OC)c2C#N)cc1 | -4 | 0 | 4 | -1.7 | 2 | 0 | 6 | 1 | 5 | 2
O=C(N/N=C/c1cccc([N+](=O)[O-])c1)c1cc2ccccc2o1 | -6 | 3 | 7 | -1.8 | 1 | 3 | -3 | -4 | 6 | -1
CC(=O)c1cccc(NC(=O)C2(C)Cc3c(-c4cccc(C(N)=O)c4)ccnc3O2)c1 (configuration not stated) | 3 | -4 | 1 | -0.8 | -2 | 0 | 3 | 4 | x | -2
C=CCNC(=O)c1onc(CSc2ccc(Cl)cc2)c1C(=O)NCC=C | 6 | 4 | -2 | -0.8 | 0 | 0 | 1 | -2 | -19 | -1
CCCCN(Cc1cc2ccccc2[nH]c1=O)S(C)(=O)=O | 1 | -7 | 6 | -0.4 | 0 | -7 | -4 | 1 | 5 | 4
CN1CCN(S(=O)(=O)c2ccc(NC(=O)c3ccccc3Cl)cc2)CC1 | -4 | -5 | 1 | 0.7 | 2 | 0 | -5 | -2 | 1 | 6
CO/N=C/c1ccc(Sc2ccc(C)cc2)c([N+](=O)[O-])c1 | -2 | 3 | 2 | 0.5 | -1 | -22 | -7 | -4 | 2 | -3
COc1ccc([N+](=O)[O-])cc1NC(=O)c1cccs1 | 5 | 3 | -2 | -1.9 | 1 | 4 | -2 | -6 | -1 | -2
COc1ccc(OC)c(NC(=S)N2CCC(C(O)(c3ccccc3)c3ccccc3)CC2)c1 | 9 | -8 | 0 | 1.5 | -2 | 5 | 3 | -8 | -7 | -1
O=C(CCCn1c(=O)c2ccccc2n(CC(=O)NCc2ccco2)c1=O)NCc1ccco1 | 7 | -2 | 0 | 1.6 | -2 | 4 | -1 | -7 | -10 | 3
CNC(=S)NNC(=O)c1ccc(C(C)(C)C)cc1 | 1 | 0 | -3 | -1.0 | -4 | -2 | 4 | -1 | 0 | -1
NS(=O)(=O)c1ccc(CCNCc2cc(Br)ccc2OCc2ccccc2F)cc1 | 7 | 4 | 0 | -1.6 | -2 | 9 | -1 | -2 | -15 | -3
CCn1c(N2CCN(CC(=O)c3c(C)n(C)c4ccccc34)CC2)nc2c1c(=O)[nH]c(=O)n2C | -3 | 7 | -2 | -0.8 | 0 | -6 | -2 | 5 | -2 | 0
Cc1cc(C)cc(OCC(=O)Nc2ccccc2C(=O)NCc2ccco2)c1 | -1 | 6 | -1 | -1.6 | 0 | 3 | -2 | -11 | -3 | 1
COc1ccc(/C=C2\CCn3c2nc2cc(C(=O)O)ccc2c3=O)cc1O | -6 | 0 | -11 | -16 | 1 | -1 | 5 | -4 | -7 | 0
Nc1cc(=O)[nH]c(SCCSc2ccc(F)cc2)n1 | -1 | -2 | 3 | -0.8 | 1 | 4 | 0 | 7 | -5 | -3
CC(C)c1ccccc1OCC(=O)NCC(c1cccs1)N1CCOCC1 (configuration not stated) | 7 | 4 | -1 | -1.5 | 1 | -4 | -4 | 5 | 1 | -7

Two records drawn at random from those above:
SMILES | Tn7 DDE FP | TCR-CD3 inh | UHRF1 MBD2 ctr | PG9 Ab binder | LEDGF integ inh | TDP2 inh | mABHD4 FP | SIAE inh | HTRA1 inh | PRMT1 inh
COc1ccc(/C=C2\CCn3c2nc2cc(C(=O)O)ccc2c3=O)cc1O | -6 | 0 | -11 | -16 | 1 | -1 | 5 | -4 | -7 | 0
Cc1cc(C)cc(OCC(=O)Nc2ccccc2C(=O)NCc2ccco2)c1 | -1 | 6 | -1 | -1.6 | 0 | 3 | -2 | -11 | -3 | 1

The main list resumes; the 3 compounds before the break are reprinted first.
SMILES | Tn7 DDE FP | TCR-CD3 inh | UHRF1 MBD2 ctr | PG9 Ab binder | LEDGF integ inh | TDP2 inh | mABHD4 FP | SIAE inh | HTRA1 inh | PRMT1 inh
COc1ccc(/C=C2\CCn3c2nc2cc(C(=O)O)ccc2c3=O)cc1O | -6 | 0 | -11 | -16 | 1 | -1 | 5 | -4 | -7 | 0
Nc1cc(=O)[nH]c(SCCSc2ccc(F)cc2)n1 | -1 | -2 | 3 | -0.8 | 1 | 4 | 0 | 7 | -5 | -3
CC(C)c1ccccc1OCC(=O)NCC(c1cccs1)N1CCOCC1 (configuration not stated) | 7 | 4 | -1 | -1.5 | 1 | -4 | -4 | 5 | 1 | -7
Cc1ccc(CNC(=O)C2CC2c2ccccc2)cc1 (configuration not stated) | -1 | 5 | -2 | -0.6 | -1 | 4 | -2 | 4 | -4 | -1
Nc1ccc(Cl)cc1C(=O)OCC(=O)NC1CCS(=O)(=O)C1 (configuration not stated) | 8 | 1 | -1 | 0.1 | -3 | -4 | 0 | -2 | -1 | 2
Cc1c(C(=O)N(Cc2ccccc2)Cc2cccnc2)cnn1-c1ccc(F)cc1 | 1 | 9 | 1 | 2.5 | -2 | 11 | 7 | 3 | 3 | -1
CC(C)c1ccc(NC(=O)C2Cc3c(-c4ccccc4Oc4ccccc4)ccnc3O2)cc1 (configuration not stated) | -2 | 3 | 1 | -2.2 | -1 | -23 | -2 | -6 | x | -5
C=CC[C@H](CC(=O)OC(C)(C)C)C(=O)OC[C@H]1CCCN1C(=O)[C@H](CC=C)CC(=O)N(CCO)Cc1ccccc1 | 3 | -1 | 3 | -0.2 | -2 | -14 | 8 | 3 | -8 | 2
O=C(O)c1ccccc1C(=O)NNc1cccc(Cl)n1 | -4 | 2 | 0 | -2.1 | 2 | -9 | 2 | 9 | 0 | -3
Cc1ccc(CNS(=O)(=O)c2c(N)n(C)c(=O)n(C)c2=O)cc1 | 2 | 5 | -1 | -0.6 | 4 | -14 | -12 | -8 | 2 | 1
CC(C)(C)c1ccc(NC(=O)COC(=O)c2ccc(CN3CCCC3=O)cc2)cc1 | -2 | 5 | -1 | -2.8 | -1 | 0 | 3 | -8 | -18 | -2
Cc1cc(C(=O)COC(=O)c2ccco2)c(C)n1Cc1ccco1 | 3 | 4 | 1 | 1.4 | 6 | -2 | 0 | 0 | -4 | 0
C#CCOc1ccc(/C=C2/C(=O)N(c3cccc(C(=O)O)c3)N=C2C)cc1OC | -8 | 0 | 7 | -3.2 | -1 | 71* | 7 | 1 | 14 | 6
CCCCOc1ccc(C(=O)N/C(=C\c2cccc([N+](=O)[O-])c2)C(=O)OC(C)C)cc1 | -7 | 6 | 2 | -3.2 | 0 | -9 | -8 | -3 | -4 | 3
Nc1cnc(Br)cc1Br | 0 | -6 | 2 | 2.5 | 0 | 0 | -3 | -2 | 2 | 5
CN(/C=C1/C(=O)CNC1=O)CCO | 5 | 6 | -4 | 0.6 | -5 | 5 | -4 | 0 | x | -2
COC(=O)C1CN(Cc2ccc(Cl)cc2)CCS(=O)(=O)N1Cc1cn(Cc2ccc(Cl)cc2)nn1 (configuration not stated) | -6 | x | 10 | x | 4 | -11 | -8 | -3 | x | -2
COc1cccc(S(=O)(=O)N(C)C[C@@H]2OCc3cnnn3CCCC(=O)N([C@@H](C)CO)C[C@H]2C)c1 | -6 | -7 | 1 | -1.0 | 1 | -5 | 5 | 3 | 3 | 3
CC(C)(C)CNC(=O)c1cccc2c1C(=O)c1ccc(N3CCCC3)cc1S2(=O)=O | -14 | -1 | 5 | -4.5 | 7 | 8 | -25 | -24 | -34 | 13
COc1ccc(OC)c(N(CC(=O)N2CCOCC2)S(C)(=O)=O)c1 | 4 | 6 | -5 | 0.2 | 3 | 15 | 0 | -1 | 1 | -3
COc1cc(CO)c(Br)cc1OCC(N)=O | -1 | 3 | 0 | -2.6 | 4 | -6 | 2 | 0 | 2 | 2
O=C(c1cccc(F)c1)N1CCCC(c2nc(-c3cccs3)no2)C1 (configuration not stated) | 15* | x | -3 | x | 1 | -4 | -6 | -4 | x | 0
COCCCN1C(=O)C(O)=C(C(=O)c2ccc(C)o2)C1c1cccc(Br)c1 (configuration not stated) | 0 | 0 | -4 | 19* | 1 | -3 | 12 | -1 | 6 | 0
COC(=O)c1c(C#N)c(N)nc2c1CCCC2 | 1 | 4 | 3 | 0.1 | 0 | -5 | 2 | -1 | -1 | 0
C=CCN1CC(C)/C(=N\O)CC1C (configuration not stated) | -7 | 3 | 1 | -2.2 | 2 | 6 | 1 | 0 | -4 | -7
O=C(NCCN1C(=O)C2C3C=CC(C3)C2C1=O)c1cc(F)cc(F)c1 (configuration not stated) | 1 | x | 1 | x | -1 | 3 | 0 | -1 | x | 0
COCCCN1C(=O)/C(=C/c2ccc(CNS(=O)(=O)c3ccccc3)o2)C(C(=O)OC)=C1C | -5 | 6 | 0 | -0.2 | 3 | -1 | 0 | 6 | -1 | 21
